From PubChem BioAssay
rTrxR1 inhibitor – qHTS Assay for Inhibitors of Mammalian Selenoprotein Thioredoxin Reductase 1 (TrxR1): qHTS; Thioredoxin reductase 1, cytoplasmic (Rattus norvegicus), O89049; recombinant rTrxR1, NADPH fluorescence consumption, selenite substrate; Potency, µM (titrated, usually from 114 µM), for the others: at the top dose activity change, negative = inhibition, most hits filed as inhibitors; AID 588453, 2011; hit rate 1% among 390,000; also: % is scaled to controls: 0 for no effect and ±100 for the full control effect; nearly all actives have a fitted effect of over 65% in size
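Rat TrxR1 (90 nM in the dispensed reagent) was pre-reduced with 400 uM NADPH for 5 min at room temperature, then incubated with compound for 15 min. After 400 uM selenite was added, NADPH fluorescence (Ex 340/Em 450 nm) was followed for 8 min.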
ALOX12 inh – Primary qHTS assay for inhibitors of human arachidonate 12S-lipoxygenase (ALOX12): Round 2. Polyunsaturated fatty acid lipoxygenase ALOX12 (Homo sapiens), P18054. purified 12hLO, xylenol orange hydroperoxide absorbance. Potency, µM (top dose mostly 108 µM), without a hit: at the top dose activity change, negative = inhibition, hits mostly inhibitors. hit rate 1.1% among 580,000; also: % is scaled to controls: 0 for no effect and ±100 for the full control effect
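Purified human 12hLO (150 nM final) in 25 mM Hepes, 0.01% Triton X-100, pH 7.0 was preincubated 15 min at room temperature with compound. Then 40 uM arachidonic acid was added, 30 min. Hydroperoxide was read by Fe-XO absorbance ratio 573/405 nm.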
RXFP1 agonist – qHTS Assay for Agonists of the Relaxin Receptor RXFP1 | HEK293T-RXFP1 cAMP TR-FRET, 30 min; response scale: percent of porcine relaxin response, buffer zero | Potency, µM (doses to about 57.5 µM), without a hit: at the highest dose activation, actives largely listed as activators | hit rate 0.3% among 370,000 | Relaxin receptor 1 (Homo sapiens), Q9HBX9 | AID 2676, 2010; also: % is scaled to controls: 0 for no effect and ±100 for the full control effect; nearly all actives have a fitted effect of over 60% in size; many of its hits are not listed in these tables
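HEK293T cells stably expressing RXFP1 were pretreated with the PDE4 inhibitor Ro 20174, exposed to compounds for 30 min at 37C, lysed, and cAMP was read by TR-FRET. Data normalized to buffer (basal) and 29 nM porcine relaxin (100%).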
TrxR1 substrate – qHTS Assay for Substrates of Mammalian Selenoprotein Thioredoxin Reductase 1 (TrxR1): qHTS | Thioredoxin reductase 1, cytoplasmic (Rattus norvegicus), O89049 | purified TrxR1 substrate turnover, NADPH consumption readout | Potency, µM (highest dose often 114 µM), for inactives: at the top dose activity change, negative = substrate turnover | hit rate 0.01% among 390,000 | AID 588456, 2011; also: % is scaled to controls: 0 for no effect and ±100 for the full control effect; nearly all actives have a fitted effect of over 50% in size
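Rat TrxR1, dispensed at 90 nM, was prereduced with 400 uM NADPH (final) for 5 min at ~22 deg C, then incubated with compound 15 min before 400 uM selenite. A first-read NADPH fluorescence drop versus no-compound background flagged substrates.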
Vif-A3F inh – qHTS for Inhibitors of Vif-A3F Interactions: qHTS | Potency, µM (series often up to 46.1 µM), for inactives: top-dose activity, negative = active | HeLa A3F-eYFP + Vif (tagged APOBEC3F with the HIV-1 protein that degrades it), YFP fluorescence increase | hit rate 0.2% among 390,000 | AID 602313, 2012; also: % of control where 0% means no effect; nearly all actives have a fitted effect of over 65% in size
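HeLa cells stably expressing Vif plus C-terminally eYFP-tagged A3F were seeded, incubated overnight at 37 deg C, dosed with compound, incubated overnight again at 37 deg C. Yellow fluorescence (Ex 488/Em 500-530) reported blocked Vif-mediated A3F-eYFP degradation.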
Vif-A3G inh – qHTS for Inhibitors of Vif-A3G Interactions: qHTS. DNA dC->dU-editing enzyme APOBEC-3G (Homo sapiens), Q9HC16. HeLa A3G-eYFP + Vif (tagged APOBEC3G with the HIV-1 protein that degrades it), YFP fluorescence, overnight. Potency, µM (series often up to 46.1 µM), for inactives: top-dose activity, negative = active, usual class: inhibitors. hit rate 0.076% among 410,000;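 also: % is scaled to controls: 0 for no effect and ±100 for the full control effect; nearly all actives have a fitted effect of over 60% in size; hits raise eYFP signal because A3G escapes Vif-driven loss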
Target sequence (Q9HC16 whole entry, looked up): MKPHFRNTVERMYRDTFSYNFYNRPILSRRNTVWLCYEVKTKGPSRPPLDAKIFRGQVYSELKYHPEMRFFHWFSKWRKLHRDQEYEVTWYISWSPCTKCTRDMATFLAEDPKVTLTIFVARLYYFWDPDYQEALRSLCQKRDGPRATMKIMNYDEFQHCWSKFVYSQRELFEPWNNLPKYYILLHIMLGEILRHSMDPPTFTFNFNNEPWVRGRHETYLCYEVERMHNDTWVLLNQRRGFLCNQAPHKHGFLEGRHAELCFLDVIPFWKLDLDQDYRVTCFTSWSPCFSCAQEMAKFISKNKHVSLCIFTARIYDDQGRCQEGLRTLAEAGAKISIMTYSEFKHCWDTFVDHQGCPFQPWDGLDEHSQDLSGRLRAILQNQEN
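Read-out is eYFP fluorescence (Ex 488/Em 500-530) from Vif-expressing HeLa A3G-eYFP cells; more signal means A3G escaped Vif-mediated degradation. Cells plated overnight, compound pinned in, incubated overnight at 37 deg C.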
USP1 inh – Inhibitors of USP1/UAF1: Primary Screen | recombinant USP1/UAF1, Ub-Rhodamine cleavage fluorescence | hit rate 0.23% among 390,000 | Potency, µM (doses to about 57.1 µM), without a hit: at the highest dose activity change, negative = inhibition, actives largely listed as inhibitors; also: % is scaled to controls: 0 for no effect and ±100 for the full control effect; nearly all actives have a fitted effect of over 60% in size; inactives centre near -12
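High-throughput fluorogenic screen: 1nM USP1/UAF1 complex, Ub-Rho substrate 150nM final, 50mM HEPES pH 7.8 with 0.5mM EDTA, 0.1 mg/ml BSA, 1mM TCEP and 0.01% Tween-20.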
RGS4 inh – Inhibitors of Regulator of G Protein Signaling (RGS) 4: qHTS | Regulator of G-protein signaling 4 (Homo sapiens), P49798 | Transcreener GDP fluorescence polarization, RGS4-accelerated GTP hydrolysis | Potency, µM (series often up to 114 µM), inactives show at the top dose activity change, negative = inhibition, hits mostly inhibitors | hit rate 0.039% among 390,000 | AID 504845, 2011; also: % is scaled to controls: 0 for no effect and ±100 for the full control effect; nearly all actives have a fitted effect of over 75% in size; some results filed as inactive show a strong effect at the top dose
Target sequence (P49798 whole entry, looked up): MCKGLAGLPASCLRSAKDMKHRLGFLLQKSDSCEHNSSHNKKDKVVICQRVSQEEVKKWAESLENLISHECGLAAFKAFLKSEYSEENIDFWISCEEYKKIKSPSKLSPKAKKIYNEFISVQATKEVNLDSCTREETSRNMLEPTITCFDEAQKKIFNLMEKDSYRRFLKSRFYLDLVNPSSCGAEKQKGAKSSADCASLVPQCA
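MLSMR compounds (23 nl, pin-transferred) preincubated 10 min at room temperature with a 500nM (2x) first reagent, then RGS4 at 900nM (2x) plus Transcreener GDP mix added; fluorescence polarization (620/688 nm) read before and after 90 min at 30 °C.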
IDH1 R132H inh – qHTS for Inhibitors of mutant isocitrate dehydrogenase 1 (IDH1): qHTS; IDH1-R132H enzyme, NADPH consumption, diaphorase/resazurin fluorescence; hit rate 0.093% among 390,000; AID 602179, 2012; Isocitrate dehydrogenase [NADP] cytoplasmic (Homo sapiens), O75874; Potency, µM (highest dose often 76.6 µM), for the others: at the highest dose activity change, negative = inhibition, actives largely listed as inhibitors; also: % is scaled to controls: 0 for no effect and ±100 for the full control effect; nearly all actives have a fitted effect of over 65% in size
Target sequence (O75874 whole entry R132H, stated change not applied): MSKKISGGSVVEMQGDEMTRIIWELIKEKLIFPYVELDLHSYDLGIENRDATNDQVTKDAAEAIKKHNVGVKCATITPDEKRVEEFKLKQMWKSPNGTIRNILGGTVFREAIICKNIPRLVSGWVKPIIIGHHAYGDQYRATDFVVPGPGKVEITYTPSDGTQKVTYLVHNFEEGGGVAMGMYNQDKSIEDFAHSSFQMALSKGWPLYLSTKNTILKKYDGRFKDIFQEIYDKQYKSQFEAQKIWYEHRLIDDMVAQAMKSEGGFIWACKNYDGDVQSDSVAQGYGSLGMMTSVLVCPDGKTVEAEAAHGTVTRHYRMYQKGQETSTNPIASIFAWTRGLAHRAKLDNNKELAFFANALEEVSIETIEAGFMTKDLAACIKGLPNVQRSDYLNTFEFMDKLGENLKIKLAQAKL
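IDH1-R132H (0.5 ug/mL dispensed) in pH 7.5 Tris buffer was preincubated 30 min with compound, then given a substrate mix of 0.016 mM NADPH and 2 mM alpha-KG for 80 min at room temperature; remaining NADPH was read by diaphorase/resazurin fluorescence.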
Numbers without * were called inactive; ? = inconclusive; nt = not tested or not shown; & = joins results of further samples; [ ] = dose if it differs, or a comment. Calls follow the shape of the dose curve; as a rule, active = well fitted curve in the direction sought with a large enough effect; inconclusive = small, poorly fitted or top-dose-only effect, or another doubt; inactive = no such curve, though single readings can be large; an effect the other way counts as inactive or inconclusive. Potency is read from the fitted curve at half-maximal effect. These rows are one share of the data, so the mix of outcomes need not match the whole.

SMILES | rTrxR1 inhibitor | ALOX12 inh | RXFP1 agonist | TrxR1 substrate | Vif-A3F inh | Vif-A3G inh | USP1 inh | RGS4 inh | IDH1 R132H inh
CN(c1ccccc1)S(=O)(=O)c1cccc(NC(=O)C2CCCO2)c1 (stereo not drawn) | -9%[57.1 µM] | -21% | nt | -10% | -4% | -1% | 4% | 12% | 3%
O=C(NN1C(=O)NC2(CCCCC2)C1=O)c1ccc(-c2ccc([N+](=O)[O-])cc2)o1 | -5% | ? | 0.4% | 1% | 1% | 4% | -9% | -12% | 0%
[O-][n+]1c2ccc3nonc3c2nn1-c1ccccc1Cl | -11% | 1%[57.4 µM] | 0.5% | 7% | -2% | 0% | -7% | 16% | 1%
Cc1ccc(-n2nnnc2SCC(=O)NCC2(N3CCOCC3)CCCCC2)cc1 | 29% | -3% | -1.0% | 5% | 1% | 3% | -22% | 17% | 2%
O=C(CN1C(=O)S/C(=C\c2cccc(Cl)c2)C1=O)NC1C=CS(=O)(=O)C1 (stereo not drawn) | -17% | -21% | 4.8% | -2% | 1% | -6% | -10% | 0% | 0%
CCC(C)[C@H](NC(=O)NCc1ccc(Cl)cc1)C(=O)O (stereo partly drawn) | 24% | 0% | -2.1% | 3% | -4% | 0% | -23% | -11% | -7%
Cn1cccc1C(=O)OCc1cc(Cl)cc2c1OCOC2 | -1% | ? | 0.1% | -8% | 0% | -7% | -4% | 5% | 7%
CC[C@H](NC(=O)c1c(C)c(-c2ccccc2)nc2ccccc12)c1ccccc1 | -10%[57.1 µM] | -5%&0% | -1.8% | -7%[57.1 µM] | 8% | 4% | -18% | -6%[56.9 µM] | 4%
O=C(COC(=O)c1cc([N+](=O)[O-])ccc1N1CCOCC1)Nc1ccc(Cl)cc1 | -4% | ? | 5.8% | -9% | 5% | -2% | -26% | 3% | -5%
Cc1cc(OC(=O)c2ccc(Cl)cc2Cl)c([N+](=O)[O-])c(=O)[nH]1 | -1% | ? | 0.6% | -8% | -3% | 1% | -11% | -9% | 1%
CCOC(=O)C1=C(C)NC(=O)NC1c1ccc(OC(=O)c2ccco2)c(OC)c1 (stereo not drawn) | -19% | -24% | 0.5% | -3% | 0% | -1% | -3% | 5% | 0%
CCC1CCCCN1S(=O)(=O)c1ccc(C(=O)Nc2sc3c(c2C(=O)NC)CCC3)cc1 (stereo not drawn) | 0%[57.1 µM] | -24% | 0.7% | 2%[57.1 µM] | 2% | -1% | -14% | -31% | -7%
Cc1ccc(NC(=O)c2cccc(Oc3ccc([N+](=O)[O-])cc3)c2)c(C(=O)O)c1 | 6% | ? | 0.5% | 5%[2.29 µM] | -25% | 1% | -17% | -5% | 16%
N#C/C(=N\Nc1cccc(C(F)(F)F)c1)C(=O)c1ccsc1 | -22% | ? | -0.2% | -18% | -12% | -1% | -8% | -4% | -6%
COc1cc(NC(=O)c2cccs2)c(C(=O)OCC(=O)NCc2ccccc2)cc1OC | 3% | -14% | 3.5% | 20% | -4% | ? | 3% | 0% | -7%
CCCCNC(=O)C1CCN(S(=O)(=O)c2c(C)noc2/C=C\c2ccc(OC)cc2)CC1 | 16%[57.1 µM] | 20% | 0.7% | -3%[57.1 µM] | 6% | 0% | -23% | -14% | 13%
C=CCn1c(SC(C)C(=O)NCc2ccc3c(c2)OCO3)nnc1C1CCCCC1 (stereo not drawn) | 23% | 2% | -0.6% | 9% | 1% | -5% | -12% | 7% | 0%
COc1cccc(CN(C)C(=S)Nc2cccc(C)c2)c1 | -1%[57.1 µM] | ? | 2.4% | 9%[57.1 µM] | -7% | -3% | -17% | -9% | 8%
COc1cc(/C=N/NC(=O)c2ccc(COc3ccccc3Cl)o2)cc(Br)c1O | 5% | -14% | 2.8% | 2%[57.1 µM] | -13% | -1% | ? | ? | -3%
CCOC(=O)c1c(C)[nH]c(/C(C)=N/O)c1C | 29% | 80%[activator] | 3.1% | 14% | -7% | 1% | -3% | 34% | 7%
CC1=NN(c2ccccc2)C(=O)C1C(=O)c1cc([N+](=O)[O-])cc([N+](=O)[O-])c1 (stereo not drawn) | -4%[57.1 µM] | ? | -0.7% | -5%[57.1 µM] | -2% | 0% | -6% | -30% | -4%
c1ccc2c(C3CCO3)cccc2c1 (stereo not drawn) | -54% | nt | -0.3% | -9%[57.1 µM] | 1% | -7% | -5% | -9% | 10%
COc1ccccc1N1CCN(Cc2c[nH]c3ccccc23)CC1 | 19% | ? | 0.8% | 7% | -11% | -2% | -15% | -12% | 12%
Cc1ccc(N(CC(=O)NCc2ccccc2)C(=O)c2csnn2)cc1 | 11% | 2% | 1.3% | 2% | -30% | 0% | 7% | 11% | 9%
CCC1=Nc2cc(C(=O)NCCN3CCOCC3)ccc2Sc2ccc(Br)cc21 | 6% | -7% | -0.6% | -3% | 1% | 2% | -26% | -3% | 0%
COc1ccc(C2=NOC(C(=O)N3CCCCCC3)C2)cc1OC (stereo not drawn) | -9% | 10% | 2.1% | -13% | -10% | -1% | -6% | -11% | 7%
Cc1ccc(-c2ccccc2C2=CC(=O)CC(C)(C)C2=O)cc1 | nt | ? | nt | nt | -8% | 1% | -13% | nt | 0%
N#CC1(c2ccccc2)CCCN1C(=O)c1ccccc1Cl (stereo not drawn) | 13%[57.1 µM] | 0% | 0.9% | 8%[57.1 µM] | -2% | -1% | -15% | -42% | 2%
CCc1nnc(NS(=O)(=O)c2ccc(NC(=S)NC(=O)c3ccccc3)cc2)s1 | 28µM* | 7.9µM* | -1.0% | -16% | 4% | -1% | -16% | ? | -3%
Cc1nn(C)c(C)c1CN(C)C(=O)c1cc2nc(-c3ccco3)cc(C(F)(F)F)n2n1 | -11% | 437%[activator] | 0.7% | 25% | -13% | -4% | -3% | -1% | 5%
COc1cc(C(=O)N2CCN(C(=O)C3CCCO3)CC2)cc(OC)c1OC (stereo not drawn) | 6% | 1% | 0.6% | -10% | 7% | 2% | -5% | -4% | -2%
Cc1nnc(SCCOC(N)=O)n1C | 0% | 16% | 0.0% | -6% | -8% | 0% | -12% | -26% | 2%
Cc1ccc(NS(=O)(=O)c2ccc(Br)s2)cc1S(=O)(=O)N1CCOCC1 | 13% | -12% | -2.2% | 3% | -6% | -2% | -17% | -13% | 4%
C[C@@H]1CN([C@@H](C)CO)C(=O)CCCn2nncc2CO[C@@H]1CN(C)C(=O)Nc1ccc(N2CCN(C)CC2)cc1 | nt | -6% | nt | nt | 4% | 1% | -9% | nt | 13%
COc1cccc(CN2CCNC(=O)C2CC(=O)NCCn2nc(C)cc2C)c1OC (stereo not drawn) | -3% | 13% | -0.9% | 6% | -4% | 6% | -17% | -8% | -6%
O=C(NC1CCCCC1)C(c1cccs1)N(C(=O)C(F)(F)F)c1ccccc1 (stereo not drawn) | 7% | 2% | 0.9% | 7% | -4% | -1% | -17% | -15% | ?
Cc1cc(NC(=O)Cn2nc([N+](=O)[O-])c(Br)c2C)no1 | 10% | -3% | 1.1% | -5% | 10% | -2% | -14% | -1% | 5%
CCOC(=O)N1CCC2(CC1)C(C#N)=C(N)Oc1n[nH]c(C)c12 | 11%[57.1 µM] | -2% | 0.0% | -6% | 7% | -2% | -12% | -23% | 6%
CC(=O)N1CCN(CC(=O)Nc2ccccc2C(=O)Nc2ccccc2)CC1 | 15% | 0% | nt | 4% | 2% | 1% | -14% | -11% | -12%
CC(=O)Nc1cc(-c2ccc(F)cc2)[nH]n1 | 19%[57.1 µM] | -1% | -3.1% | 11%[57.1 µM] | 8% | -2% | -14% | -9% | -1%
CN(C(=O)COC(=O)Cc1ccc(Br)cc1)c1c(N)n(Cc2ccccc2)c(=O)[nH]c1=O | nt | -1% | nt | nt | 2% | 1% | 4% | nt | 3%
